# Assay outcomes (PubChem BioAssay)
# ERK EGF inh – blocks ERK signaling stimulated by EGF; HEK293-V1b, EGF-stimulated phospho-ERK AlphaScreen; Potency, µM (top dose mostly 11.5 µM), for the others: at the top dose activity change, negative = inhibition, usual class: inhibitors; 0.41% of 130,000 active; active means well fitted inhibition curve with a large enough effect; inconclusive means small, poorly fitted or top-dose-only effect, or effect the other way;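 further: plate controls were stimulated vehicle wells for no effect and unstimulated vehicle basal for full effect; nearly all actives have a fitted effect of over 55% in size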
#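 Phospho-ERK1/2 measured by AlphaScreen (SureFire) after 5 min 25 nM EGF stimulation of V1b-expressing HEK293 cells preincubated 30 min at 37C with titrated compounds; data scaled to DMSO and EGF controls, Hill-fitted AC50.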
# Active calls of the source: *; ? = inconclusive; & = joins results of further samples; [ ] = another dose, or the depositor's remark. Potency means the concentration at half of the fitted maximal effect. The list is partial; the hit share may differ from the screen's.
ERK EGF inh | SMILES
1%[57.5 µM] | O=C(CN1CCCC1)N1c2ccccc2Sc2ccccc21
-4%[57.5 µM] | Nc1ccccc1SCc1c(Cl)cccc1Cl
9% | O=S(=O)(NC(=NCCc1ccc(Cl)cc1)c1ccccc1Cl)c1cccs1
-7% | CN(C)c1cc[n+](CC(=O)Nc2c(Cl)cc(Cl)cc2Cl)cc1
14% | Oc1ccccc1O
-3% | O=C(COC(=O)CNS(=O)(=O)c1ccc2ccccc2c1)Nc1ccccc1Sc1ccccc1
? | CCOC(=O)c1c(NC(=O)c2ccccc2N(C)S(=O)(=O)c2ccccc2)sc2c1CCCC2
-1% | Cc1ccc(NC(=O)COC(=O)C(NS(=O)(=O)c2ccc(Cl)cc2)C(C)O)c(Br)c1 (stereo not drawn)
2% | O=C(CSc1ccc(Br)cc1)Nc1ccccc1Oc1ccccc1
16% | Nc1nc(=O)n(C2OC(CO)C(O)C2O)cc1Cl (stereo not drawn)
2% | COc1ccc(CCNC(=O)Cn2cnc3ccccc3c2=O)cc1OC
11% | Cc1ccc(C(=O)NC(=S)Nc2ccc3[nH]c(=O)[nH]c3c2)cc1C
5% | COc1cc(/C=N/O)ccc1OCc1ccccc1Cl
4% | O=C(COC(=O)C1CCN(S(=O)(=O)c2ccc3c(c2)OCCO3)CC1)Nc1ccccc1OC(F)F
-7% | CCOc1ccccc1OCCCC(=O)OCC(=O)Nc1cccc(Cl)c1
9%[57.5 µM] | CC(C)C(NC(=O)c1ccccc1NC(=O)c1ccco1)C(=O)NNC(=O)c1ccncc1 (stereo not drawn)
? | Nc1nc(N)c(C=Nc2ccc(Br)cc2)c(Nc2ccc(Br)cc2)n1
-9% | CCS(=O)(=O)Nc1cccc(C2=NN(S(=O)(=O)CC)C(c3ccccc3)C2)c1 (stereo not drawn)
-1% | O=CN1CCc2scc[n+]2-c2ccccc21
-3% | CCOc1ccc(OCCCCn2cnc3ccccc3c2=O)cc1
0%[57.5 µM] | Cc1onc(-c2ccccc2)c1CNS(=O)(=O)c1cccc(Br)c1
-28% | COc1ccccc1NS(=O)(=O)c1cc(NC(=O)CCNC(C)=O)ccc1C
-4%[57.5 µM] | Cc1ccc(P(=O)(CSC(=N)N)c2ccc(C)cc2)cc1
12% | CCc1nnc(NC(=O)CSc2nnc(-c3cccnc3)n2C)s1
3% | CCOC(=O)C1=C(O)/C(=C/c2ccc(OCC(=O)O)c(OCC)c2)SC1=Nc1ccc(OC)cc1
-3% | COC(=O)Cc1cc(=O)[nH]c(/N=C(\N)Nc2cccc(C)c2)n1
-2% | CC1CN(C)C(C)C/C1=N\Oc1ccc([N+](=O)[O-])cc1 (stereo not drawn)
-14% | O=C(CN1CCCCC1)N/N=C/c1ccccc1OCc1ccccc1
3% | Cc1ccc(CNC(=S)NCc2ccncc2)cc1
? | Cc1cc(C(=O)COc2cccnc2[N+](=O)[O-])c(C)n1Cc1cccs1

# For reference, five of the compounds above.
ERK EGF inh | SMILES
9%[57.5 µM] | CC(C)C(NC(=O)c1ccccc1NC(=O)c1ccco1)C(=O)NNC(=O)c1ccncc1 (stereo not drawn)
? | Nc1nc(N)c(C=Nc2ccc(Br)cc2)c(Nc2ccc(Br)cc2)n1
-9% | CCS(=O)(=O)Nc1cccc(C2=NN(S(=O)(=O)CC)C(c3ccccc3)C2)c1 (stereo not drawn)
-1% | O=CN1CCc2scc[n+]2-c2ccccc21
-3% | CCOc1ccc(OCCCCn2cnc3ccccc3c2=O)cc1

# New compounds follow
ERK EGF inh | SMILES
3% | Cc1cccc(NC(=S)NCc2ccc3c(c2)OCO3)c1C
? | COc1ccc(-n2c(=O)c3ccccc3n(CC(=O)Nc3cccc(OC)c3)c2=O)cc1
2% | COc1nc(C)ccc1-c1noc(-c2ccncc2)n1
7% | O=C(COC(=O)/C=C/c1ccccc1[N+](=O)[O-])Nc1ccc(OCc2ccccc2)cc1
-1% | COc1cccc(/C=N/NC(=O)C[n+]2ccccc2)c1OC
-7% | O=C(O)CS(=O)CC(=O)Nc1cccc(C(F)(F)F)c1 (stereo not drawn)
? | CN(C)c1ccc(NC(=S)N2CCN(c3ncc(C(F)(F)F)cc3Cl)CC2)cc1
7% | CC(C)=NOc1nc(N(C)C)nc(N(C)C)n1
2% | COC(=O)c1ccc(Cn2cc(C(F)(F)F)ccc2=O)cc1
-2% | Cc1cccc(NC(=S)N(CCN(C)C)Cc2cc3cc(C)cc(C)c3[nH]c2=O)c1
3% | CCOc1ccc(-n2c(SCc3ccc([N+](=O)[O-])cc3)nnc2-c2ccccc2)cc1
7%[57.5 µM] | O=C(CCn1c(=O)oc2ccccc21)Nc1ccc2c(c1)OCCO2
11%[25.7 µM] | CC1(C)[C@@H](OC(=O)CCC(=O)O)CC[C@@]2(C)[C@H]1CC[C@@]1(C)[C@H]2C(=O)C=C2[C@H]3C[C@](C)(C(=O)O)CC[C@]3(C)CC[C@@]21C
4% | Cc1noc2ncnc(N3CCCCC3)c12
? | O=C(c1cccs1)n1nc(-c2cccnc2)nc1NCc1ccco1
3% | CN(CC(=O)O)S(=O)(=O)c1ccc(F)cc1
9% | O=C(CSc1nnnn1-c1ccc2c(c1)OCCO2)N1CCN(C(=O)c2ccco2)CC1
-10% | Cc1c(NC(=S)NC(NC(=O)CC(C)C)C(Cl)(Cl)Cl)c(=O)n(-c2ccccc2)n1C (stereo not drawn)
-10%[57.5 µM] | CC(C)CN(C(=O)CN1CCN(c2cccc(Cl)c2)CC1)c1c(N)n(CC(C)C)c(=O)[nH]c1=O
-7% | O=C(/C=C/c1ccc([N+](=O)[O-])cc1)NCCc1ccccc1
? | Cn1c2[n+](c3ccc(Cl)cc3c1=O)Cc1ccccc1-2
-4% | Cc1ccc(N(Cc2cc3ccccc3[nH]c2=O)S(C)(=O)=O)cc1
4% | CCOC(=O)CSc1ccccn1
-1% | CCC(C)c1ccccc1NC(=O)Cc1coc2cc3c(cc12)CCC3 (stereo not drawn)
3% | CC1Cc2ccccc2N1C1=CC(=O)CCC1 (stereo not drawn)
-2%&9% | COc1ccc(-c2cn(-c3ccccc3)c3[n+]2CCS3)cc1
0%[57.5 µM] | COCCOC(=O)c1nccnc1C(=O)Nc1ccc(S(=O)(=O)N2CCOCC2)cc1
5% | COCc1nc(-c2ccc(-c3ccc(OC)cc3)nc2OC)no1
6% | N#C/C(=C/c1ccc(-c2ccc(S(N)(=O)=O)cc2)o1)c1nc2ccccc2s1
3% | CCOC(=O)CCC(=O)NCc1ccc2[nH]c(C)cc2c1
-5% | O=C1C2CCCN2C(c2cccs2)N1c1ccc(F)cc1 (stereo not drawn)
3%[57.5 µM] | COc1ccc(CCN(Cc2cc3ccc(C)cc3[nH]c2=O)C(C)=O)cc1OC
1% | CN(CCCN1CCCCC1)C(=O)CCc1nnc(C2CCCCC2)o1
5% | COc1ccc(C(C)NC(=O)Cc2ccc(Br)cc2)cc1 (stereo not drawn)
3%[57.5 µM] | Cc1ccc(OCC(=O)NC(=S)Nc2ccc(Br)cn2)cc1
2% | O=C1/C(=C\c2cccnc2)Sc2ccccc21
1% | CC(C)c1ccc(NC(=O)CCNS(=O)(=O)c2cccc3nonc23)cc1
-3% | CC(=O)Nc1ccc(S(=O)(=O)NCC(CCC(=O)O)C(F)(F)F)cc1 (stereo not drawn)
0%[57.5 µM] | COc1ccc(C(=O)/C=C/c2cc(C(=O)O)cc3c2OCOC3)c(O)c1
-1% | CC(=O)c1cccc(N(C(=O)CS(=O)CC(=O)Nc2ccc(F)cc2)C(C(=O)NC2CCCCC2)c2ccc(C)o2)c1 (stereo not drawn)
-1% | COC(=O)c1cn(NC(=O)Cc2cccc(C(F)(F)F)c2)c(=O)c2ccccc12
1% | CN(C(=O)COC(=O)c1sc2ccccc2c1Cl)C1CCCCC1
4% | Cc1cnc(C(=O)OCC(=O)c2cc(C)n(C)c2C)cn1
-8% | O=C(C1CC(Cl)CN1S(=O)(=O)c1ccc(Cl)cc1)N1CCOCC1 (stereo not drawn)
1%[57.5 µM] | CCN(CC)S(=O)(=O)c1ccc(N=Nc2c(N)[nH]c(=O)[nH]c2=O)cc1

# Quoted at random: five compounds from above
ERK EGF inh | SMILES
1% | CN(CCCN1CCCCC1)C(=O)CCc1nnc(C2CCCCC2)o1
3%[57.5 µM] | Cc1ccc(OCC(=O)NC(=S)Nc2ccc(Br)cn2)cc1
5% | COc1ccc(C(C)NC(=O)Cc2ccc(Br)cc2)cc1 (stereo not drawn)
1% | CN(C(=O)COC(=O)c1sc2ccccc2c1Cl)C1CCCCC1
4% | Cc1cnc(C(=O)OCC(=O)c2cc(C)n(C)c2C)cn1

# Next part
ERK EGF inh | SMILES
-2% | CC(CNC(=O)c1ccc(N)cc1)NC(=O)c1ccc(N)cc1 (stereo not drawn)
-1% | Fc1ccc(CN2CCN(C(=S)NCCc3ccccc3)CC2)c(Cl)c1
-21%[57.5 µM] | CCCCN(c1ccccc1)S(=O)(=O)c1cccc2cccnc12
15%[57.5 µM] | COc1ccccc1OCC(O)CNCc1ccc2c(c1)OCO2 (stereo not drawn)
-5% | Cc1ccc(S(=O)(=O)NCc2ccc3[nH]c(C)cc3c2)cc1
-10%[57.5 µM] | Cc1ccc(NC(=O)c2ccc(CSc3ccccn3)cc2)c(O)c1
12%[57.5 µM] | COc1cc(O)c(C(CC(=O)N2CCN(c3ccccc3)CC2)c2ccc3c(c2)OCO3)c(OC)c1 (stereo not drawn)
-8% | CC1(c2ccc([N+](=O)[O-])c(CS(=O)(=O)c3ccccc3)c2)OCCO1
-7% | COc1ccc(-c2nc3ccccn3c2NCc2ccc3c(c2)OCO3)cc1
-2% | COc1cc(OC)cc(-c2nnc(SCC(=O)Nc3ccc(C(=O)O)cc3)s2)c1
1%&-1% | NC1(C(=O)O)C[C@@H](C(=O)O)[C@H](C(=O)O)C1
15%[57.5 µM] | O=C(O)c1cc(-c2ccc(Cl)s2)[nH]n1
-11% | N#CCCN1CCN(S(=O)(=O)c2ccc(S(=O)(=O)NC3CCCC3)cc2)CC1
2%[57.5 µM] | Nc1c(Cl)ncnc1NCC(O)CO (stereo not drawn)
? | O=C(N/N=C/c1cc(Br)cc(Br)c1O)c1cccc(S(=O)(=O)N2CCOCC2)c1
5% | O=C(N/N=C/c1ccc2c(c1)OCO2)c1ccc2c(c1)OCCO2
-20%[57.5 µM] | N/C(=N\OC(=O)COc1ccccc1)c1ccncc1
? | CNc1nc(-c2ccc3c(c2)CCN3C(=O)c2cccc(F)c2)cs1
-3% | N#Cc1c(N)nc2c(c1-c1ccc(F)cc1)c(=O)nc1sccn12
-2%[57.5 µM] | COc1ccc(N(CC(=O)NCCC2=CCCCC2)S(=O)(=O)c2ccccc2F)cc1
17% | COc1ccc(C(=O)OCC(=O)Nc2cc(C)on2)c(OC)c1OC
2% | CC(C)NC(=S)NN=C1CCC(c2ccccc2)CC1 (stereo not drawn)
-10%[57.5 µM] | CCCCCCc1cc2cc(C(=O)OCC)c(=O)oc2cc1O
1% | COC(=O)c1ccc(NC(=S)N2CCCC2)cc1
18% | Cc1ccc(NC(=O)N2N=C(c3ccc(F)cc3)CC2c2ccc(F)cc2)cc1 (stereo not drawn)
7% | C=CCOc1ccc(/C=N/NC(=O)C(C)Sc2ccccn2)cc1OCC (stereo not drawn)
? | COc1ccc(N=Nc2cc(C)ccc2O)cc1
5% | COC(=O)/C(C#N)=C/c1ccc(OC(=O)c2ccccn2)cc1
? | S=C(Nc1ccc(Cl)cc1)NC1CC2CCC(C1)N2Cc1ccccc1 (stereo not drawn)
-2% | COCCSc1nnc(NC(=O)c2ccc(NC(=O)C(C)C)cc2)s1
12% | CCN(CC)S(=O)(=O)c1ccc(C)c(NC(=O)COC(=O)CNC(=O)c2ccc(C(C)(C)C)cc2)c1
-2% | Cc1nn(CCC#N)c(NC(=O)c2ccccc2)c1P(=O)(Nc1ccc(Br)cc1)N1CCOCC1 (stereo not drawn)
1% | CCOC(=O)c1cnn(CCOC(=O)c2ccccc2F)c1NC(=O)c1ccccc1F
-3% | CCCCOc1ccc(C(=O)NCC2(c3ccc(OC)cc3)CCOCC2)cc1
6% | O=C(CCc1ccccc1)Nc1ccc(N2CCOCC2)c(Cl)c1
-22% | CCOC(=O)c1ccc(NC(=O)CN2C(=O)NC3(CCCCCC3)C2=O)cc1
9% | COc1cc(/C=N/NC(=O)/C(=C\c2ccc3c(c2)OCO3)NC(=O)c2ccccc2)ccc1O
-6%[57.5 µM] | COc1ccc(-c2ccc(OC)c([C@H]3[C@@H]4C=CCC[C@@]4(C)C(=O)N3Cc3ccccc3)c2)cc1OC
8% | Nn1c(Nc2ccc(Cl)cc2)nncc1=O
? | COc1ccc(NC(=O)C2CCCN2C(=O)Oc2ccccc2)cc1 (stereo not drawn)
2%[57.5 µM] | COc1ccc(-c2cn[nH]c2C)cc1
1% | CCN(CC)S(=O)(=O)c1ccc(Cl)nc1
9% | CN(C)S(=O)(=O)c1ccc(C(=O)N2CCN=C2SCc2ccccc2)cc1
-1% | O=c1cc[nH]c2ccc(Cl)cc12
? | COC(=O)c1ccccc1NC(=O)N1CCN(c2ccc(OC)cc2)CC1

# Part of the list above, field by field.
> COCc1nc(-c2ccc(-c3ccc(OC)cc3)nc2OC)no1
  ERK EGF inh: 5%
> N#C/C(=C/c1ccc(-c2ccc(S(N)(=O)=O)cc2)o1)c1nc2ccccc2s1
  ERK EGF inh: 6%

# Further compounds
ERK EGF inh | SMILES
-6% | CC(C)N1CC(C(=O)Nc2ccccc2)CC1=O (stereo not drawn)
-14% | O=C(O)Cc1nn(Cc2ccc(Cl)cc2)c(=O)c2ccccc12
1% | Cc1nc(N(C)C)c2sc(=S)n(Cc3ccccc3)c2n1
-6% | COc1ccc(OC)c(Cc2nnc(CCC(=O)NC3CCCCCCC3)o2)c1
? | CN1CCN(c2ccccc2NC(=O)c2ccc(N3CCCCC3)c([N+](=O)[O-])c2)CC1
